# Tb PYK inh: inhibitors of Trypanosoma brucei pyruvate kinase; Q57TT1; TbPYK enzyme, Kinase-Glo Plus ATP luminescence, 45 min; Potency, µM (series often up to 76.8 µM), inactives show at the top dose activity, negative = inhibition, actives largely listed as inhibitors; 0.12% of 410,000 active; AID 624173; also: potency is read from the fitted curve at half-maximal effect; % is scaled to controls: 0 for no effect and ±100 for the full control effect; nearly all actives have a fitted effect of over 50% in size
#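 Quantitative HTS: titrated library compounds versus trypanosomal pyruvate kinase in TEA buffer (pH 7.2) containing KCl, MgCl2, BSA and Tween-20. Reactions were initiated with ADP, 130 uM final. Kinase-Glo Plus luminescence was read after 45 min at RT.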
# Pf growth 48h: inhibits P. falciparum growth in the first generation, 48 h; P. falciparum luciferase growth in erythrocytes, 48 h; Potency, µM (top dose mostly 28.7 µM), for inactives: at the top dose activity change, negative = inhibition, actives largely listed as inhibitors; 5.9% of 310,000 active; AID 504832; also: potency is read from the fitted curve at half-maximal effect; % is scaled to controls: 0 for no effect and ±100 for the full control effect
#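 Firefly luciferase activity from engineered P. falciparum reports growth; inhibitors lower the luminescent signal. Cultures contained 2% hematocrit erythrocytes at 0.1% final parasitemia.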
# HCV inh: HCV inhibition | Huh7.5.1 HCVcc-Cre infection, luciferase reporter, 44 h | Potency, µM (top dose mostly 41.8 µM), inactives show at the highest dose activity change, negative = inhibition, hits mostly inhibitors | 3.4% of 340,000 active; also: potency is read from the fitted curve at half-maximal effect; % is scaled to controls: 0 for no effect and ±100 for the full control effect
#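 A cell-based infection assay in which seeded cells (1,000 per well) receive test compound after 4 h, are inoculated with HCVcc-Cre at approximately 0.5 moi, and are incubated 44 h before luminescence detection.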
# Cycloheximide cs: counter-screen for Shiga toxin inhibitors: cycloheximide protein synthesis inhibition; cell reporter, cycloheximide protein synthesis inhibition counterscreen; max response, %; 12% of 300,000 active; AID 2314; in the data active = max response mostly above about 13%, no sharp cut-off; inactive = mostly below about 14%; also: read at 38.3 µM for the half of the compounds with a filed dose; 0% is about no effect
# Pf growth 96h: inhibits malaria parasite growth, 96 h; P. falciparum luciferase reporter growth, 96 h; Potency, µM (series often up to 28.7 µM), without a hit: at the top dose activity change, negative = inhibition, most hits filed as inhibitors; 6.9% of 320,000 active; also: potency is read from the fitted curve at half-maximal effect; % is scaled to controls: 0 for no effect and ±100 for the full control effect
#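 P. falciparum expressing integrated firefly luciferase grown in erythrocytes (2% hematocrit, 0.05% parasitemia final) with compounds for 96 hours at 37 C, 5% CO2. Growth inhibition read as loss of luminescence after adding luciferase detection reagent.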
# Shiga toxin inh: Shiga toxin inhibition; AID 2315; inhibition, % at 38.7 µM; 9.2% of 290,000 active; Vero cells, Shiga toxin protein synthesis inhibition reporter; in the data active = inhibition mostly above about 28%, no sharp cut-off; inactive = mostly below about 43%; also: 0% is about no effect
# LmPK inh: blocks Leishmania mexicana pyruvate kinase activity. 0.37% of 290,000 active. Potency, µM (doses to about 57.5 µM), inactives show at the top dose activity change, negative = inhibition, hits mostly inhibitors. Q27686. purified LmPK, Kinase-Glo ATP luminescence, 1 h; also: potency is read from the fitted curve at half-maximal effect; % is scaled to controls: 0 for no effect and ±100 for the full control effect
# Target sequence (Q27686 whole entry, looked up): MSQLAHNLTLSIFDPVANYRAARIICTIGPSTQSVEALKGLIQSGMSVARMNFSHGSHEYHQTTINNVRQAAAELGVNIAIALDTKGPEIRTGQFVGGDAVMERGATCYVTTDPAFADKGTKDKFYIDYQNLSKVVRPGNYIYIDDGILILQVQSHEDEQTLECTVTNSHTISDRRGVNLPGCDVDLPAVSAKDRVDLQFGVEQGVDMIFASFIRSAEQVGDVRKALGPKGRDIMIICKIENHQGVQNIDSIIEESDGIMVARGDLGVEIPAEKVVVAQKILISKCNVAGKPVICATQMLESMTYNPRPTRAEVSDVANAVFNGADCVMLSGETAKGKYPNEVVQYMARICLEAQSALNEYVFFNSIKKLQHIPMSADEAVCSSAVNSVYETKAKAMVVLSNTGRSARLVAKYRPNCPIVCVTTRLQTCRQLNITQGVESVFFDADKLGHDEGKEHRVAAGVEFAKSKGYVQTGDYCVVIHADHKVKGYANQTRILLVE
#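 Kinase-Glo luminescence read after 1 h RT reaction of 0.1 nM LmPK with 0.5 mM PEP and 0.1 mM ADP. Activity scaled between uninhibited and enzyme-free controls.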
# An asterisk follows results filed as active; ? = inconclusive; . = not tested or not shown; & = joins results of further samples; [ ] = remark or other dose. Unless noted, calls follow the shape of the dose curve; as a rule, active = well fitted curve in the direction sought with a large enough effect; inconclusive = small, poorly fitted or top-dose-only effect, or another doubt; inactive = no such curve, though single readings can be large; an effect the other way counts as inactive or inconclusive.
SMILES,Tb PYK inh,Pf growth 48h,HCV inh,Cycloheximide cs,Pf growth 96h,Shiga toxin inh,LmPK inh
CCCC1=C(C(=O)OCC)C(c2ccc(F)cc2)n2ncnc2N1 (stereo unspecified),-2%,?,-5%,-6,?,-5,1%
O=C(/C=C(O)/C=C/c1ccc(O)cc1)/C=C/c1ccc(O)cc1,-10%,-6%,?,.,35%[activator],.,.
CC(=O)c1ccc(N2CCN(CC(=O)N(CC(C)C)c3c(N)n(CC(C)C)c(=O)[nH]c3=O)CC2)cc1,1%,-18%,16%,12*,-18%,-9,-1%
COc1ccc(-c2cc(C(F)(F)F)n3nc(C(=O)N4CCN5CCCC5C4)cc3n2)cc1OC (stereo unspecified),4%,?,?,-2,?,-6,-6%
Cc1ccccc1NC(=O)NC1(C(=O)N2CCOCC2)CCCCC1,1%,-12%,15%,2,89%[activator],-10,-1%
Cc1[nH]c2ccccc2c1/C=N/NC(=S)NC(C)C,-3%,-18%,10µM*,12,?,-11,0%
Cc1ccc(N)cc1N,-5%,19%,-4%,.,?,.,.
C#CCCCCCCCCC(=O)NCCCC,3%,-21%,7%,19,1%,-13,0%
COc1ccc(N(C(=O)c2cccnc2)S(=O)(=O)c2ccc3c(c2)n(C)c(=O)n3C)cc1,-2%,3%,8%&9%,0,.,-13,-1%
CCCS(=O)(=O)N1CCC(C(=O)N2CCC3(CC2)OCCO3)CC1,1%,-5%,12%,5,?,-2,2%
COc1cccc(NC(=O)c2nn(C)c3c2CS(=O)(=O)c2ccccc2-3)c1,0%,-5%,-10%,-1,?,24,5%
CCOC(=O)[C@H]1[C@H]2COc3ccc(OC)cc3[C@@H]2N2C(=O)c3cc(OC)ccc3NC(=O)[C@@]12C,-2%,10µM*,-5%,.,?,.,.
CCCc1ccc(OCc2ccccc2)c2c(=O)cc(C(=O)OCC)oc12,1%,-2%,14%,-3,34%[activator],3,-3%
O=C(CSc1nccn1Cc1ccc(F)cc1)NC1CCCC1,0%&0%,5%,-16%,6,8%,6,7%
O=C(c1ccc(Cl)cc1)C1CCN(C(=O)c2ccc(F)cc2)CC1,-3%,-10%,-24%,1,13µM*,2,-4%
Cc1coc2c(C)c3oc(=O)c(CC(=O)N[C@@H](CC(C)C)C(=O)O)c(C)c3cc12,1%,2%,21%,-1,56%[activator],2,4%
CCOC(=O)c1c(NC(=O)CCCC(=O)O)sc2c1CCC2,-3%,8%,3%,-3,16%,8,-11%
NC(=O)c1ccccc1-c1nc(-c2ccccc2)no1,0%,88%[activator],8%,44*,147%[activator],95*,-11%
Cc1ccccc1NC(=O)CC(C)S(=O)(=O)c1ccc2c(c1)NC(=O)CO2 (stereo unspecified),1%,-17%,22%,-2,26%,-2,-2%
COCCn1c(COc2cccc(OC)c2)nnc1SCC(=O)NC1CCCCC1,2%,?,11%,-4,-21%,1,-4%
CC(NS(=O)(=O)c1ccc2c(c1)c(=O)n(C)c(=O)n2C)C(=O)NC1CCCCC1 (stereo unspecified),5%,22%,5%,-3,?,-8,-1%
COc1ccccc1CCNC(=O)C(=O)NCC1OCCN1S(=O)(=O)c1ccc([N+](=O)[O-])cc1 (stereo unspecified),-7%,?,-14%,12,?,-6,-3%
COc1ccc2c(c1OC)C(=O)OC2N1C(=O)CC[C@H]1C(=O)Nc1ccc2c(c1)OCO2 (stereo partly specified),4%,-10%,16%,12,22%,24,-12%
O=C(O)c1nonc1-c1nonc1C(=O)O,-6%,6%,-2%,-3,31%[activator],-2,-4%
CCOC(=O)C1CCCN(S(=O)(=O)CCNC(=O)c2ccccc2)C1 (stereo unspecified),2%,10%,-2%,.,7%,.,.

# (next part)
SMILES,Tb PYK inh,Pf growth 48h,HCV inh,Cycloheximide cs,Pf growth 96h,Shiga toxin inh,LmPK inh
CCCCN(Cc1cc2cc(OC)ccc2[nH]c1=O)S(=O)(=O)c1ccc(C)cc1,-1%,?,13µM*,-2,7%,-1,-5%
c1ccc(C(c2ccccc2)c2ccn[nH]2)cc1,3%,-23%,?,19*,-20%,61*,-6%
COc1ccc(/C=C/C(=O)OCC(=O)NCc2ccco2)c(OC)c1,-4%,22%,-1%,6,27%,3,1%
Clc1ccc(OCCN2CCCCC2)cc1Cl,6%,-6%,-8%,6,?,-11,-2%
CC(=O)Nc1cccc(OCCCNC(=O)C2CCC2)c1,3%,-17%,-1%,7,-2%,12,-3%
O=C(CCC(F)(F)F)N1CCCC(CO)(CCc2ccccc2)C1 (stereo unspecified),-2%,8%,-3%,-3,?,-5,-8%
c1ccc(-c2csc(N3CCOCC3)n2)cc1,-9%,71%[activator],-25%,30*,.,111*,-1%
O=C1CN(C(=O)COC(=O)C2CC(=O)N(Cc3ccco3)C2)c2ccccc2N1 (stereo unspecified),-5%,0%,3%,0,34%[activator],-4,2%
O=C(CSc1nc(=O)n(CCCN2CCOCC2)c2c1CCCC2)Nc1ccc(Cl)cc1,0%,13µM*,?,.,?,.,.
Nc1nnc(/C=C/c2ccccc2)s1,1%,70%[activator],7%,44*,-11%,37*,-17%
COC(=O)Cc1ccc(NC(=S)N2CCN(c3ccccn3)CC2)cc1,-1%,-6%,-11%,-2,-13%,1,-4%
O=C(c1cc(COc2ccc(F)cc2Cl)on1)N1CCC(c2ccncc2)CC1,-1%,-30%,13µM*,10,-1%,22,0%
COc1ccccc1N1CCN(C(=O)C(CC(C)C)NC(=O)C2CCCCC2)CC1 (stereo unspecified),9%,-24%,-10%,-5,-5%,21,-4%
CSc1ccc(S(=O)(=O)N2CCC(C(=O)NCc3cccnc3)CC2)cc1,0%,-19%,15%,-5,-8%,-8,-3%
O=S(=O)(c1ccc(-c2csc(Nc3ccc(Br)cc3)n2)cc1)N1CCCC1,0%,?,?,-7,?,-5,5%
CCOc1ccc(C(C(=O)NC(C)(C)C)N(CCOC)C(=O)CCC(=O)Nc2ccccn2)cc1 (stereo unspecified),1%,7%,1%,-3,-12%,-1,4%
O=C(NCc1ccc(Cl)cc1)c1cc2c(s1)CS(=O)(=O)C2,-7%,14%,5%,-6,-6%,-5,-6%
O=C(Cc1csc(NC(=O)Nc2ccc(Cl)cc2)n1)NCc1ccccn1,-8%,4%,?,.,11%,.,.
O=C(COc1ccc(Cl)cc1)Nc1ccc2c(c1)OCO2,-9%,21%,?,16*,45%[activator],72*,-2%
Cc1cc(C)cc(N(C(=O)CNC(=O)c2ccco2)C(C(=O)NC2CCCC2)c2ccncc2)c1 (stereo unspecified),-5%,-17%,26%,0,19%,-14,-3%
CCOC(=O)Cc1csc(NC(=O)c2cccnc2)n1,0%,22%,-1%,-1,-16%,-2,0%
Cc1cc2oc(=O)cc(CSc3nnc(C)n3N)c2cc1C(C)C,-5%,?,21%,1,?,-42,1%
COc1ccc(OC)c2sc(NNC(=O)COc3ccccc3)nc12,-4%,10%,-18%,8,0%,-6,1%
C(=N\N1CCOCC1)/c1cccs1,4%,0%,36%[activator],-1,3%,7,-1%
CCOc1ccc2ncc(S(=O)(=O)c3ccc(C)cc3)c(N3CCC4(CC3)OCCO4)c2c1,-5%,12µM*,?,-1,7.4µM*,-9,2%

# Some of the entries so far, field by field.
canonical_smiles: CCOC(=O)Cc1csc(NC(=O)c2cccnc2)n1
- Tb PYK inh: 0%
- Pf growth 48h: 22%
- HCV inh: -1%
- Cycloheximide cs: -1
- Pf growth 96h: -16%
- Shiga toxin inh: -2
- LmPK inh: 0%

canonical_smiles: Nc1nnc(/C=C/c2ccccc2)s1
- Tb PYK inh: 1%
- Pf growth 48h: 70%[activator]
- HCV inh: 7%
- Cycloheximide cs: 44*
- Pf growth 96h: -11%
- Shiga toxin inh: 37*
- LmPK inh: -17%

# The main list resumes, repeating the seven entries before the break.
SMILES,Tb PYK inh,Pf growth 48h,HCV inh,Cycloheximide cs,Pf growth 96h,Shiga toxin inh,LmPK inh
O=C(COc1ccc(Cl)cc1)Nc1ccc2c(c1)OCO2,-9%,21%,?,16*,45%[activator],72*,-2%
Cc1cc(C)cc(N(C(=O)CNC(=O)c2ccco2)C(C(=O)NC2CCCC2)c2ccncc2)c1 (stereo unspecified),-5%,-17%,26%,0,19%,-14,-3%
CCOC(=O)Cc1csc(NC(=O)c2cccnc2)n1,0%,22%,-1%,-1,-16%,-2,0%
Cc1cc2oc(=O)cc(CSc3nnc(C)n3N)c2cc1C(C)C,-5%,?,21%,1,?,-42,1%
COc1ccc(OC)c2sc(NNC(=O)COc3ccccc3)nc12,-4%,10%,-18%,8,0%,-6,1%
C(=N\N1CCOCC1)/c1cccs1,4%,0%,36%[activator],-1,3%,7,-1%
CCOc1ccc2ncc(S(=O)(=O)c3ccc(C)cc3)c(N3CCC4(CC3)OCCO4)c2c1,-5%,12µM*,?,-1,7.4µM*,-9,2%
COc1ccc(OC)c(S(=O)(=O)N2CCC(C(=O)NC3CCCC3)CC2)c1,0%,-12%,3%,-3,-78%,-2,0%
CS(=O)(=O)c1cnc(-c2ccccc2)nc1Sc1ccc(F)cc1,-5%,.,?,13,-11%,24,-1%
Cc1ccc(CC2CC(=O)N(c3cc(C)ccc3C)C2=O)cc1 (stereo unspecified),2%,5%,15%,-2,-18%,-11,0%
O=C(Nc1ccc(F)c(F)c1)c1ccc(F)c(S(=O)(=O)N2CCOCC2)c1,.,?,.,-5,?,-14,2%
CCN(C(=O)c1ccc(NC(=O)Cc2ccccc2)cc1)c1ccccc1,-7%,4%,-10%,28,?,-8,0%
O=S(=O)(c1ccc2ccccc2c1)N1CCNCC1,3%,-14%,5%,-2,?,.,11%
CC(C)(C)[C@@H]1C=C(C(=O)N2CCOCC2)O[C@H](OCc2ccc(CO)cc2)C1,0%,0%,8%,-2,1%,-13,-1%
Cn1c(CCCNC(=O)c2ccccc2)nc2ccccc21,-1%,-3%,16%,-1,-15%,4,-2%
CC(C(=O)OCC(=O)c1c(N)n(C)c(=O)n(C)c1=O)N1C(=O)c2ccccc2C1=O (stereo unspecified),0%,19%,7%,-3,50%[activator],-11,1%
O=c1oc2ccccc2c(Nc2ccc(Cl)cc2)c1[N+](=O)[O-],3%,?,?,5,?,-7,0%
CCOC(=O)C1CCCN(C(=S)Nc2ccc(Nc3ccccc3)cc2)C1 (stereo unspecified),-17%,62%[activator],?,7,14%,5,1%
O=C(Nc1ccccc1)N1CCCC2CCCCC21 (stereo unspecified),-8%,92%[activator],-12%,45*,.,94*,-1%
CCOC(=O)c1c(C)n(Cc2ccc(F)cc2)c2ccc(O)cc12,?,?,?,12,-23%,-14,18µM*
O=C(NC1CC(=O)N(c2ccc3c(c2)OCCO3)C1)c1c(F)cccc1Cl (stereo unspecified),-2%,.,.,-2,.,-10,.
Cc1occc(=O)c1OCc1ccccc1,-8%,?,5%,-1,4%,11,-1%
CCCCN(C(=O)COC(=O)c1nc2nccc(C)n2n1)C1CCS(=O)(=O)C1 (stereo unspecified),1%,-7%,14%,.,16%,.,.
COCc1cc(C)nc2sc(C(=O)N3CCN(c4ccccc4)CC3)c(N)c12,-8%,.,-22%,3,19%,18,-9%
COc1ccccc1-n1c(O)c(/C=N/NC(=S)Nc2ccccc2)c(=O)[nH]c1=S,?,48%[activator],29%,22*,11%,32,2%
N#Cc1ccc(Oc2cnccn2)cc1,3%,.,33%[activator],-2,-5%,10,0%
CCOC(=O)c1nn(-c2cccc(Cl)c2)c2nc(CC(C)C)c(C#N)c(=O)n12,0%,-17%,?,-3,?,7,1%

# From PubChem
